RGS4 inh – blocks human RGS4-accelerated GTP hydrolysis; 390,000 compounds, 0.039% hits; AID 504845; P49798; Transcreener GDP fluorescence polarization, RGS4-accelerated GTP hydrolysis; Potency, µM (highest dose often 114 µM), without a hit: at the highest dose activity change, negative = inhibition, actives largely listed as inhibitors; also: potency is read from the fitted curve at half-maximal effect; % is scaled to controls: 0 for no effect and ±100 for the full control effect; nearly all actives have a fitted effect of over 75% in size; some results filed as inactive show a strong effect at the top dose
Target sequence (P49798 whole entry, looked up): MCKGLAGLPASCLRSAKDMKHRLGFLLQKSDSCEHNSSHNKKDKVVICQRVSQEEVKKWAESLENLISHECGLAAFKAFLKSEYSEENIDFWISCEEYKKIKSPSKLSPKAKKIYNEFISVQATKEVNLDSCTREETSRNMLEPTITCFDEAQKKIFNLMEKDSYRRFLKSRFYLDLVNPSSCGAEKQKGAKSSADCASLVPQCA
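MLSMR compounds (23 nl, pin-transferred) preincubated 10 min at room temperature with a 500nM (2x) first reagent, then RGS4 at 900nM (2x) plus Transcreener GDP mix added; fluorescence polarization (620/688 nm) read before and after 90 min at 30 °C.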
BAZ2B inh – blocks human BAZ2B | Q9UIF8 | AlphaScreen BAZ2B-H3K14Ac peptide displacement | Potency, µM (series often up to 114 µM), without a hit: at the top dose activity change, negative = inhibition, hits mostly inhibitors | 360,000 compounds, 4.4% hits | AID 504333; also: potency is read from the fitted curve at half-maximal effect; % is scaled to controls: 0 for no effect and ±100 for the full control effect; nearly all actives have a fitted effect of over 60% in size
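BAZ2B (50 nM) with biotin-H3(5-23)K14Ac peptide (50 nM) in PBS pH 7.4, 0.01% Tween-20, preformed 30 min, then compound 30 min at room temperature; top concentration 110uM. AlphaScreen streptavidin donor/nickel chelate acceptor beads (10 ug/mL final), 20 min dark, signal read.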
HP1b binding inh – HP1-beta chromodomain-methylated histone interaction inhibition; P83916; AlphaScreen HP1-beta / biotin-H3K9me3 peptide binding; Potency, µM (titrated, usually from 114 µM), inactives show at the top dose activity change, negative = inhibition, hits mostly inhibitors; 390,000 compounds, 0.56% hits; also: potency is read from the fitted curve at half-maximal effect; nearly all actives have a fitted effect of over 70% in size; inactives centre near 23
Target sequence (P83916 whole entry, looked up): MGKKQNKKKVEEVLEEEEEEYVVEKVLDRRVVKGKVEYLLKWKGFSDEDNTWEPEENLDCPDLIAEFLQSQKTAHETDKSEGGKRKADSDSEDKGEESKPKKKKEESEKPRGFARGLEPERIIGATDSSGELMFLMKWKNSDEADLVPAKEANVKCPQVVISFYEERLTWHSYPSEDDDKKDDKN
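Compound inhibition of the preformed complex between 50 nM HP1-beta and 50 nM biotinylated H3K9me3 peptide was read by AlphaScreen. Buffer was PBS pH 7.4 with 0.01% Tween-20. Incubations ran 30 min at room temperature, with 10 ug/mL donor/acceptor beads.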
GLS inh – glutaminase GLS (human) inhibition; Potency, µM (doses to about 45.5 µM), for inactives: at the top dose activity change, negative = inhibition, usual class: inhibitors; GLS enzymatic activity, qHTS titration; O94925; 410,000 compounds, 0.21% hits; also: potency is read from the fitted curve at half-maximal effect; % is scaled to controls: 0 for no effect and ±100 for the full control effect
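Enzyme dispensed in phosphate buffer (45 mM, pH 8.2, 0.02% Tween-20), compounds pinned in, then 1 mM L-glutamine solution and the glutamate oxidase–HRP–Amplex Red mix added; fluorescence read immediately and again after 30 min at room temperature.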
G9a inh – inhibitors of human histone lysine methyltransferase G9a | Q96KQ7 | G9a H3K9 monomethylation, AlphaScreen, 2 h | Potency, µM (doses to about 102 µM), for the others: at the highest dose activity, negative = inhibition, hits mostly inhibitors | 350,000 compounds, 8.8% hits | AID 504332; also: potency is read from the fitted curve at half-maximal effect; % is scaled to controls: 0 for no effect and ±100 for the full control effect; nearly all actives have a fitted effect of over 75% in size
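G9a (20 nM) preincubated 15 min RT with compounds, then 500 nM biotinylated H3K9 peptide and 20 uM SAM added; 2 h RT reaction. Monomethyl-H3K9 product detected by AlphaScreen with anti-H3K9me1 antibody, streptavidin donor and anti-rabbit IgG acceptor beads.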
ERG-DNA inh – inhibitors of human ERG Ets domain-DNA interaction. P11308. fluorescence polarization, His-ERG Ets domain / labelled DNA. Potency, µM (doses to about 76.9 µM), without a hit: top-dose FP activity, negative = inhibition, usual class: inhibitors. 370,000 compounds, 0.028% hits. AID 624246; active = well fitted inhibition curve with a large enough effect in the polarisation, with a control signal flat; inconclusive = small, poorly fitted or top-dose-only effect, or effect the other way, or a change in a side signal; inactive = no such curve, though single readings can be large or run the other way; the % refers to the polarisation;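 also: polarization taken with two DNA probes labelled with fluorescein and Texas red; potency is read from the fitted curve at half-maximal effect; % of control where 0% means no effect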
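His-tagged ERG Ets domain (1 uM in the protein solution; 300mM KCl, 50mM Tris-HCl, 1mM EDTA, 1mM DTT, pH 7.5) received compound, then a probe mix of 5 nM fluorescein-DNA and 100nM Texas-615-DNA. Fluorescence polarization was read for both dyes.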
12-LOX inh – inhibitors of human 12S-lipoxygenase ALOX12; P18054; purified 12hLO, xylenol orange hydroperoxide absorbance; Potency, µM (doses to about 108 µM), for inactives: at the highest dose activity change, negative = inhibition, hits mostly inhibitors; 580,000 compounds, 1.1% hits; AID 1671190; also: potency is read from the fitted curve at half-maximal effect; % is scaled to controls: 0 for no effect and ±100 for the full control effect
Target sequence (P18054 whole entry, looked up): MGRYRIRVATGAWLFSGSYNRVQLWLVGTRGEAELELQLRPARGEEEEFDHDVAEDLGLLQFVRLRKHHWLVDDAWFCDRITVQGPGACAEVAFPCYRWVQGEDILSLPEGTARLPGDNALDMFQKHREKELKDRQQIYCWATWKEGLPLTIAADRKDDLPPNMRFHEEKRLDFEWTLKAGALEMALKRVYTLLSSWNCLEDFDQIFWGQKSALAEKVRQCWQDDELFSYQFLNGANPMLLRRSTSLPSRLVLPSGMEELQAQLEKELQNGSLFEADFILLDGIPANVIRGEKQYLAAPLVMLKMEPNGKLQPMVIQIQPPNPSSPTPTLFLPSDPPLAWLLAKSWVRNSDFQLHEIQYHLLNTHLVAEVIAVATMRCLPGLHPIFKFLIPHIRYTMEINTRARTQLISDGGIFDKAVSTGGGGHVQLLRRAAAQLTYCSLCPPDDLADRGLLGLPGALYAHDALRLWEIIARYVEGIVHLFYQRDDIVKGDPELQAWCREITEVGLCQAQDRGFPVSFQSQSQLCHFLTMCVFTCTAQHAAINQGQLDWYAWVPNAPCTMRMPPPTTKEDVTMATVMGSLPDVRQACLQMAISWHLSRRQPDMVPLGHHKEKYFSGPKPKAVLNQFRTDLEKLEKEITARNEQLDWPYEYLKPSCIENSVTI
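Hydroperoxide product was detected by ferrous iron/xylenol orange as the 573 to 405 nm absorbance ratio. Arachidonic acid at 40 uM (final) was turned over for 30 min at room temperature by 150 nM human 12hLO, pH 7.0 Hepes buffer, after 15 min compound preincubation.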
PI4K2A inh – blocks human PI4K2A kinase activity; Q9BTU6; purified PI4K2A, ADP-Glo luminescence, 1 h; hits give low values; activity change, negative = inhibition, % at 76.9 µM; 420,000 compounds, 0.13% hits; AID 1346378; in the data active = activity change below about -50%; inconclusive = mostly about -30% to -49%;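 also: -100% = wells without enzyme as full effect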
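ADP-Glo luminescence measured ADP generated by PI4K2A enzyme (4 ug/mL before mixing) with 1.2 mM PI substrate (pre-mix) and 300 microM ATP (pre-mix). Tris pH7.5 buffer with MgCl2, Triton X-100; 1 h reaction at ambient temperature.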
JMJD2A Tudor inh – inhibitors of human JMJD2A Tudor domain. 390,000 compounds, 4.4% hits. O75164. AlphaScreen JMJD2A-Tudor / H3K4me3 peptide binding. Potency, µM (doses to about 114 µM), for the others: at the top dose activity change, negative = inhibition, usual class: inhibitors. AID 504339; also: potency is read from the fitted curve at half-maximal effect; % is scaled to controls: 0 for no effect and ±100 for the full control effect; nearly all actives have a fitted effect of over 50% in size
* = called active by the depositor; i = inactive; ? = inconclusive; / = no result given; [ ] = another dose, or the depositor's remark. Unless noted, calls follow the shape of the dose curve; as a rule, active = well fitted curve in the direction sought with a large enough effect; inconclusive = small, poorly fitted or top-dose-only effect, or another doubt; inactive = no such curve, though single readings can be large; an effect the other way counts as inactive or inconclusive. A portion of the library, so the mix of outcomes need not match the whole.

SMILES	RGS4 inh	BAZ2B inh	HP1b binding inh	GLS inh	G9a inh	ERG-DNA inh	12-LOX inh	PI4K2A inh	JMJD2A Tudor inh
Cc1ccnc(NS(=O)(=O)c2ccc(N3C(=O)Nc4ccccc4N3O)cc2)c1	13%[56.9 µM]	-4%	34%	-14%	?	-8%	-9%	3	-11%
CC(C)(C)c1cc(C(=O)NNC(=O)Nc2cccc(Cl)c2)n(Cc2ccccc2)n1	-7%	-3%	38%	-16%	9%	2%	302%[activator]	-4	-3%
Cc1cc(OCC(=O)Nc2ncn[nH]2)c(C)c(C)c1Br	-27%	0%	77%[activator]	-9%	79%[activator][59 µM]	3%	-7%	3	-8%
CC(=O)Nc1nc(C)c(Oc2ccc(Cl)cc2Cl)c(=O)[nH]1	-8%	-3%	9%	2%	-3%	-4%	?	0	-22%
O=S(=O)(SC1=NCCN1)c1ccccc1	4%	/	-1%	0%	/	-10%	?	8	-17%
Cc1ccc(-n2ncc(C(=O)NCCCN3CCN(C)CC3)c2C2CCN(C(=O)OC(C)(C)C)CC2)c(C)c1	6%	4%[57.1 µM]	20%	4%	-30%[59 µM]	-2%	-34%	-2	-9%
Cc1ccc(S(=O)(=O)Nc2csc(C)c2C(=O)O)cc1	-13%	45µM*	19%	9%	40µM*	6%	483%[activator]	-15	-15%
CCc1c(O)cc(=O)n(-c2ccccc2)c1-c1ccccc1	9%	56µM*	-6%	-4%	?	0%	?	0	-40%
COc1ccc(CC(=O)Nc2ccc(N3CCCCC3)cc2)cc1	19%	-6%	12%	1%	-11%	0%	22%	-2	-14%
O=S(=O)(Cc1ccccc1)NCC1CCCO1 (stereo unspecified)	8%	6%	7%	0%	8%[59 µM]	-1%	-14%	3	-6%
CCc1ccc(NC(=O)CNC(=O)c2cn(-c3ccccc3OC)c(=O)c3ccccc23)cc1	-26%	-38%	19%	1%	7%	2%	0%	-2	-11%
COC(=O)[C@H]1C[C@@H](c2ccccc2)[C@H](C)C1(C)C	-3%	28%	85%[activator]	13%	15%[12.7 µM]	-3%	5%	0	27%

The list goes on:
SMILES	RGS4 inh	BAZ2B inh	HP1b binding inh	GLS inh	G9a inh	ERG-DNA inh	12-LOX inh	PI4K2A inh	JMJD2A Tudor inh
CCN1CCN(Cc2cccc(Oc3ccc(Cl)cc3)c2)CC1	0%	79µM*	12%	11%	?	/	-43%[57.4 µM]	-2	-31%
CC(=O)c1cccc(N(CC(=O)NC2CCCC2)C(=O)CNC(=O)c2cccs2)c1	6%	5%	10%	0%	25%[59 µM]	10%	16%	2	-8%
N#Cc1c(SCC(=O)Nc2nccs2)nc2c(c1-c1ccco1)CCCC2	-16%	-35%	23%	0%	?	-4%	?	-4	-11%
CCCC(C)C(=O)Nc1cc(S(=O)(=O)N2CCCCC2)ccc1N1CCOCC1 (stereo unspecified)	27%	-3%	31%	-3%	4%[59 µM]	0%	-6%	3	-12%
O=C(Nc1ccncc1)c1cc(-c2ccccn2)nc2ccccc12	-18%	-9%	62%[activator]	-4%	-4%	-12%	-19%	-3	-15%
Cc1cccc(NC(=O)c2ccc(S(=O)(=O)N3CCOCC3)cc2)n1	13%	-14%	31%	-2%	15%	-11%	0%	3	-16%
CCC(=O)Nc1ccc(-c2csc(C)n2)cc1	11%	1%	9%	22%	-2%	-8%	-9%	3	0%
[O-]/[N+](=C\c1ccccc1)c1ccccc1	-9%	11%	16%	1%	10%[0.501 µM]	3%	?	1	-16%
O=c1cc(CSc2nnnn2-c2ccccc2)[nH]c2[nH]n(-c3ccccc3)c(=O)c12	-26%	?	-16%	-7%	?	6%	0%	-11	89µM*
COc1ccc(N(CC(=O)NCC2CCCO2)C(=O)CCC(=O)Nc2nccs2)cc1 (stereo unspecified)	-16%	/	23%	-2%	/	9%	0%[57.4 µM]	-5	0%
COc1cc(NC(=O)CSc2ncc(S(=O)(=O)c3ccc(Br)cc3)c(=O)[nH]2)cc(OC)c1	-5%	?	3%	3%	-26%[59 µM]	5%	?	0	?
CCOc1ccc(OCC(=O)Nc2ccc(OC)cc2)cc1	14%[11.4 µM]	-5%	0%	-18%	-3%	-14%	0%	-13	-12%[11.4 µM]

One compound at a time, from the list above. Order of values: RGS4 inh | BAZ2B inh | HP1b binding inh | GLS inh | G9a inh | ERG-DNA inh | 12-LOX inh | PI4K2A inh | JMJD2A Tudor inh
Results for `N#Cc1c(SCC(=O)Nc2nccs2)nc2c(c1-c1ccco1)CCCC2` : -16% | -35% | 23% | 0% | ? | -4% | ? | -4 | -11%
Results for `COc1ccc(N(CC(=O)NCC2CCCO2)C(=O)CCC(=O)Nc2nccs2)cc1` (stereo unspecified) : -16% | / | 23% | -2% | / | 9% | 0%[57.4 µM] | -5 | 0%
Results for `CC(=O)c1cccc(N(CC(=O)NC2CCCC2)C(=O)CNC(=O)c2cccs2)c1` : 6% | 5% | 10% | 0% | 25%[59 µM] | 10% | 16% | 2 | -8%
Results for `CCCC(C)C(=O)Nc1cc(S(=O)(=O)N2CCCCC2)ccc1N1CCOCC1` (stereo unspecified) : 27% | -3% | 31% | -3% | 4%[59 µM] | 0% | -6% | 3 | -12%
Results for `Cc1ccc(S(=O)(=O)Nc2csc(C)c2C(=O)O)cc1` : -13% | 45µM* | 19% | 9% | 40µM* | 6% | 483%[activator] | -15 | -15%

(further entries)
SMILES	RGS4 inh	BAZ2B inh	HP1b binding inh	GLS inh	G9a inh	ERG-DNA inh	12-LOX inh	PI4K2A inh	JMJD2A Tudor inh
CCOC(=O)C[N+](CC)(CC)CC#Cc1ccccc1	-6%	-2%	26%	3%	1%[59 µM]	11%	13%	-4	-9%
COc1ccccc1CCNC(=O)CCc1c(C)c2cc3c(C)c(C)oc3cc2oc1=O	-12%	-12%	19%	-8%	-1%[59 µM]	2%	-14%	-6	2%
O=C(c1ccco1)N1CCN(C(c2ccccc2Cl)c2nnnn2CC2CCCO2)CC1 (stereo unspecified)	-1%[11.4 µM]	/	25%	-1%	?	-6%	?	1	-9%[11.4 µM]
CCN(CC)S(=O)(=O)c1ccc2c(c1)nc(CCC(=O)Nc1ccc3c(c1)OCO3)n2C	?	-10%	25%	-1%	?	6%	-1%	-5	-20%[57.1 µM]
CC(=O)Nc1ccc(NC(=O)C2CC(=O)N(Cc3ccccc3)C2)cc1 (stereo unspecified)	4%	-11%	33%	0%	31%[59 µM]	9%	7%	2	-3%
CCN(CCn1cccn1)C(=O)CC1C(=O)NCCN1CC1CCCCC1 (stereo unspecified)	-15%	1%	49%[activator]	9%	-2%	3%	-27%	0	0%
CC(=O)c1c(C)[nH]c(C(=O)OCC(=O)NCc2cccs2)c1C	10%	-25%	10%	-3%	8%[12.7 µM]	-5%	17%	0	-19%
O=C(c1ccco1)N1CCN(C(=O)c2cc(-c3ccccc3F)no2)CC1	0%	-17%	22%	1%	-6%	0%	1%	2	-13%
COC(=O)CCN(C(=O)c1ccc(Cl)c([N+](=O)[O-])c1)c1ccccn1	30%	-11%	43%[activator]	-8%	/	1%	17%	2	-3%
CCn1c(=S)sc2c(=O)n(-c3ccccc3)c(SCC(=O)NCc3ccco3)nc21	6%	8%	17%	-5%	-33%	-4%	14%	1	-26%
CCC1CCCCN1C(=O)CSc1nc(N)cc(N)n1 (stereo unspecified)	30%	-18%	27%	2%	31%	-17%	3%	19	2%
CCN(CC)S(=O)(=O)c1cc(NC(=O)c2ccc3c(c2)NC(=O)C(C)S3)ccc1C (stereo unspecified)	?	-2%	?	-21%	1µM*	11%	?	-1	-30%

Going on with the list.
SMILES	RGS4 inh	BAZ2B inh	HP1b binding inh	GLS inh	G9a inh	ERG-DNA inh	12-LOX inh	PI4K2A inh	JMJD2A Tudor inh
Oc1ccccc1N1CCN(CC(O)COCc2ccccc2Cl)CC1 (stereo unspecified)	16%	50µM*	?	25%	10µM*	3%	i	2	20µM*
CCc1sc(Nc2cccc(Cl)c2C)nc1-c1cc2cccc(OC)c2oc1=O	-1%	-12%	18%	2%	5%[59 µM]	-2%	-12%	1	-24%
O=C(CCc1nc2ccccc2s1)OCc1ccccc1	3%	86%[activator]	284%[activator]	-6%	39%[59 µM]	0%	-17%	2	26%
O=C(NCc1ccccc1)c1ncn(Cc2ccccc2)c1C(=O)NCc1ccccc1	9%	13%	60%[activator]	2%	-6%[2.33 µM]	-7%	6%	-2	6%
COc1ccc(N2CCN(c3nc4ccccc4nc3NS(=O)(=O)c3ccccc3)CC2)cc1	26%	50µM*	?	38%[activator]	?	-1%	0%	-3	50µM*

Structures from the list above containing a tert-butyl group, in the order listed:
SMILES	RGS4 inh	BAZ2B inh	HP1b binding inh	GLS inh	G9a inh	ERG-DNA inh	12-LOX inh	PI4K2A inh	JMJD2A Tudor inh
CC(C)(C)c1cc(C(=O)NNC(=O)Nc2cccc(Cl)c2)n(Cc2ccccc2)n1	-7%	-3%	38%	-16%	9%	2%	302%[activator]	-4	-3%
Cc1ccc(-n2ncc(C(=O)NCCCN3CCN(C)CC3)c2C2CCN(C(=O)OC(C)(C)C)CC2)c(C)c1	6%	4%[57.1 µM]	20%	4%	-30%[59 µM]	-2%	-34%	-2	-9%

Source: PubChem BioAssay (National Center for Advancing Translational Sciences (NCATS))
